High-throughput results from PubChem.
OXTR agonist: activates the human oxytocin receptor | P30559 | CHO-OTR cells, Fluo-8 calcium fluorescence; normalized: DMSO 0%, oxytocin 100% | activation, % at 3 µM | 320,000 compounds, 0.32% hits | AID 2435;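 active means activation above the mean of all tested compounds plus 3 SD, cutoff set per screening run, cut at about 20% in these data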;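 further: peak over basal fluorescence ratio from a 100 s FLIPR kinetic read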
CHO-K1 Ca ag: counter-screen for M1 agonists: effect in parental CHO-K1 cells; Fluo-8 calcium fluorescence; scaled to maximal ATP response, vehicle zero; activation, % at 3 µM; 360,000 compounds, 0.48% hits; in the data active means activation above about 15%;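 further: untransfected CHO-K1 host cells lacking M1 receptor as counterscreen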
CHO-K1 Ca antag: nonselective inhibitor or artifact in parental CHO-K1 cells; ATP-induced calcium, Fluo-8 fluorescence; inhibition, % at 3 µM; 360,000 compounds, 0.6% hits; AID 602250;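 active means inhibition above a per-plate cutoff, the plate's mean sample inhibition plus 3 SD, cut at about 24% in these data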;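 further: 0% = DMSO plus EC80 ATP and 100% = DMSO alone without ATP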
CHO-K1 Ca PAM: nonselective activator or artifact in parental CHO-K1 calcium assay. ATP EC20, Fluo-8 calcium fluorescence; 0% at ATP EC20, 100% at ATP max. activation, % at 3 µM. 360,000 compounds, 0.02% hits;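 active means activation above the run cutoff, the mean activation of all test compounds plus 3 SD, cut at about 40% in these data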;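 further: peak over basal fluorescence ratio in a 140 s read after ATP addition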
GPR7 antag: antagonists of human GPR7 (neuropeptides B/W receptor 1); P48145; GPR7-expressing cells, fluorescence antagonist assay; inhibition, % at 4.4 µM; 290,000 compounds, 1.1% hits; AID 1861; in the data active means inhibition above about 16%, passing the limit was not always enough;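 further: cells stimulated with the agonist NPW; 0% = agonist with vehicle and 100% = vehicle without agonist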
Target sequence (P48145 whole entry, looked up): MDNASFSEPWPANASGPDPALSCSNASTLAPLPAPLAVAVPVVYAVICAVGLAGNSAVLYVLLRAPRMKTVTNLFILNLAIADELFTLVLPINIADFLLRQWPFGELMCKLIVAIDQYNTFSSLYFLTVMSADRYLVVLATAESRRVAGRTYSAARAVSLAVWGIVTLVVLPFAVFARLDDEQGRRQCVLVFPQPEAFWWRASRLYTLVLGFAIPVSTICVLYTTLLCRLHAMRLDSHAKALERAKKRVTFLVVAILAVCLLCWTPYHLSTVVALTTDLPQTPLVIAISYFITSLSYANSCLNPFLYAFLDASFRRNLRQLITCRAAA
OXTR potentiator: potentiates the human oxytocin receptor response; P30559; CHO-OTR cells, Fluo-8 calcium fluorescence, potentiator mode; 0% = oxytocin EC15, 100% = EC100; activation, % at 3 µM; 320,000 compounds, 0.061% hits; AID 2445;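 active means activation above that plate's cutoff, the mean activation of tested compounds plus 3 SD, cut at about 6.6% in these data, passing the limit was not always enough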;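 further: 100% uses oxytocin at 75 nM as the full agonist control; some results filed as inactive read as strong as hits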
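Assay system: CHO cell line stably expressing human OTR. Reagent: EC15 oxytocin agonist. Dosing: single dose, 3.0 µM nominal final compound concentration. Timing: compound 6 min at room temperature before oxytocin, 100 s read. Signal: kinetic Fluo-8 calcium fluorescence. Controls: oxytocin EC15 low and EC100 high.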
V1aR counter: activates human V1a receptor in oxytocin agonist counter-screen | P37288 | activation, % at 3 µM | CHO-V1R cells, Fluo-8 calcium fluorescence, agonist mode; 0% DMSO, 100% 3 nM vasopressin | AID 2797 | 320,000 compounds, 0.25% hits;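 active means activation above the mean activation of all tested compounds plus 3 SD, per screening run, cut at about 20% in these data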;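 further: signal is peak over basal fluorescence ratio across a 100 second FLIPR read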
Target sequence (P37288 whole entry, looked up): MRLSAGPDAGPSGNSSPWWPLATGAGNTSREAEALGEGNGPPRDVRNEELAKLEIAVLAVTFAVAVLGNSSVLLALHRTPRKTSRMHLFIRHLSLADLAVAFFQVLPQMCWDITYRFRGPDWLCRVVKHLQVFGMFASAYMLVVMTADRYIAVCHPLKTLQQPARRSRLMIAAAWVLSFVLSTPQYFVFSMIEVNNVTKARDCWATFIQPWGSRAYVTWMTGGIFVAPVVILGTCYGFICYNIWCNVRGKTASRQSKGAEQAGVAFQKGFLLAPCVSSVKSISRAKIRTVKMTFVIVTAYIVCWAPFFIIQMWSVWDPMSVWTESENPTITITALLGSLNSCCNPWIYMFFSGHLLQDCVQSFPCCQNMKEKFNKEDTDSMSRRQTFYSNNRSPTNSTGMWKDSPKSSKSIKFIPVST
TAAR1 antag: human TAAR1 antagonism; Q96RJ0; CHO RD-HGA16 TAAR1, Fluo-8 calcium fluorescence, antagonist; inhibition, % at 3 µM; 360,000 compounds, 1.5% hits;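 active means inhibition above a per-plate cutoff, the mean inhibition of test compounds on that plate plus 3 SD, cut at about 49% in these data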;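 further: 0% = DMSO plus EC80 beta-PEA response and 100% = DMSO alone without agonist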
Target sequence (Q96RJ0 whole entry, looked up): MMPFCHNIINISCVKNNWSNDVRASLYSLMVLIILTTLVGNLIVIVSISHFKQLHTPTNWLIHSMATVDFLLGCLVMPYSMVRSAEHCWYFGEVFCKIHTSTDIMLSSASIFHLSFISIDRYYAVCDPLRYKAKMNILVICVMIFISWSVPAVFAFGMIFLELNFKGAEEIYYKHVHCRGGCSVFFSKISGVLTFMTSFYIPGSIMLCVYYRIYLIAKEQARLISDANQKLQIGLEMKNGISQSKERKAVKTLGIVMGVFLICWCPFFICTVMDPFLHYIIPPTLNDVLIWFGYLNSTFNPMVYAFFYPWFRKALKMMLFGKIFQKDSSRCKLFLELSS
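Material: RD-HGA16 CHO cells with stable hTAAR1 and Gα16; Dosing: single nominal final test compound concentration of 3 µM; Schedule: seeding 17-24 h prior, 75-min 37 °C, 30-min RT dye loading; Detection: kinetic Fluo-8 calcium fluorescence measurement; Measure: % inhibition from peak post-agonist over basal fluorescence ratio; Benchmarks: vehicle and agonist controls.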
CHO parental Ca: counter-screen: ATP calcium response change in parental CHO cells; 330,000 compounds, 0.63% hits; parental CHO-K1, ATP-induced calcium, Fluo-8 fluorescence; inhibition, % at 5.6 µM;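 active means inhibition above that plate's mean sample inhibition plus 3 SD, cut at about 26% in these data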;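 further: 0% = ATP-challenged DMSO wells and 100% = DMSO wells without ATP; some compounds past the cut are filed as inactive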
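Material – parental CHO cells · Reagent – ATP stimulus · Compound – single nominal dose of 5.6 µM per compound · Detection – Fluo-8 fluorescence · Read-out basis – percent inhibition of calcium signal · Controls – ATP-challenged DMSO wells low, unchallenged DMSO wells high · Repeats – no replicates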
* hit, by the source's call; nt = no result given.

entry	canonical_smiles	OXTR agonist	CHO-K1 Ca ag	CHO-K1 Ca antag	CHO-K1 Ca PAM	GPR7 antag	OXTR potentiator	V1aR counter	TAAR1 antag	CHO parental Ca
1	CCc1cccc(C)c1N(C(=O)Cn1c(COC)nc2ccccc21)C(C)COC (stereo unspecified)	0.8	0.5	-13	20	-4	-2	-1.0	-16	-11
2	Cc1oc(-c2cccc(Br)c2)[n+]([O-])c1C	0.3	0.3	4	3	-14	2	0.9	-13	-7
3	COc1ccc(OC)c(/C=C/C(=O)OCC(=O)Nc2nnc(-c3ccccc3)o2)c1	-1.9	-0.2	-12	0	nt	-1	-0.3	6	-31
4	CCCn1c(=O)c(C(=O)NCCCc2ccccc2)c(O)c2ccccc21	0.7	-0.5	0	6	-38	3	1.7	-4	-22
5	O=C(Nc1ccc(F)cc1)/C(=C1/CCCCCN1)[N+](=O)[O-]	1.9	1.3	-9	9	-16	-2	1.5	-30	-6
6	Cc1ccc(Nc2ccc(C(=O)N3CCCC3)cn2)c(C)c1	-2.7	0.3	-22	17	-1	-2	0.3	0	-14
7	N#C/C(=C/c1cccc(C(F)(F)F)c1)c1nc(CCN2C(=O)c3ccccc3C2=O)cs1	0.4	1.0	4	4	-11	0	-1.2	-3	-11
8	C=CCn1c(SCC(=O)O)nnc1-c1cccs1	-0.7	0.2	-4	-1	-1	-18	0.4	0	-10
9	O=C1CCC(C(=O)OCC(=O)Nc2ccc(OC(F)F)cc2)=NN1	nt	0.7	-5	17	nt	nt	nt	0	nt
10	CCN(CC#CCC(O)(c1ccccc1)c1ccccc1)C(C)C	1.5	0.4	-12	14	-6	0	1.7	-27	-8
11	CC(Oc1ccccc1F)C(=O)NN (stereo unspecified)	-1.4	0.8	-14	22	-1	-10	-0.2	6	-5
12	CCOc1ccc(-c2nc(CCl)cs2)cc1	-0.5	-0.3	-3	2	-1	0	-0.5	2	-3
13	Cc1ccccc1-c1nc(CN2CCC(C(=O)NCC3CCCO3)CC2)c(C)o1 (stereo unspecified)	-0.1	0.5	-1	12	-3	5	0.2	6	-5
14	CCOc1ccc(/C=C/C(=O)Nc2ccc(OC)cc2[N+](=O)[O-])cc1	-0.9	1.6	-2	13	-6	-12	1.9	11	-8
15	CC(=O)N1CCCc2cc(S(=O)(=O)N3CCCC(C(=O)Nc4ccc(C)cc4C)C3)ccc21 (stereo unspecified)	0.1	0.2	-10	-2	-15	6	0.8	-11	-11
16	COc1ccc(-c2csc(NC(=O)CS(=O)(=O)c3ccc(F)cc3)n2)cc1OC	4.6	4.0	3	-7	nt	-12	0.8	15	14
17	Cc1n[nH]c(=O)n(N=Cc2c[nH]c3ccccc23)c1=O	nt	1.1	-7	0	nt	nt	nt	-20	nt
18	O=C(NC1CCCC1)C(c1cccnc1)N(C(=O)c1csnn1)c1ccccc1Cl (stereo unspecified)	-0.2	0.2	-9	4	-11	-3	-0.2	7	-3
19	O=C1CCN(CCc2ccccc2)CCN1CCSc1ccc(Br)cc1	2.8	1.3	-13	10	nt	-8	1.6	1	-25
20	Cc1csc(NC(=O)c2ccc3nc[nH]c3c2)n1	0.4	0.8	-18	-23	-7	-6	0.7	-14	-22
21	O=C(CC(c1ccccc1)c1ccco1)Nc1nccs1 (stereo unspecified)	0.8	1.7	-9	20	0	-10	1.4	18	-21
22	O=C(CNCC1CCCO1)Nc1ccc(N2CCCCCC2)cc1 (stereo unspecified)	3.2	0.4	-7	-3	-8	-5	2.3	0	-9
23	O=C(NCC1CCCO1)c1ccc([N+](=O)[O-])s1 (stereo unspecified)	1.1	1.1	-18	15	-14	2	2.1	0	5
24	Fc1cccc2sc(N3CCOCC3)nc12	0.2	0.5	13	-1	6	-5	-0.4	-4	-20
25	CCn1c(SCc2ccc(OC)cc2)nnc1-c1ccncc1	-0.7	-0.1	-1	-4	-3	-2	0.0	6	1
26	CCCCN1CC(=O)N2[C@H]3c4cc(Br)ccc4OC[C@@H]3[C@H](C(=O)OCC)[C@]2(C)C1=O	0.9	0.9	-12	20	nt	0	-0.5	6	-24
27	CCn1c(SCC(=O)N/N=C/C(C)=C/c2ccco2)nnc1-c1ccccc1	-1.3	-0.1	5	-2	1	-3	-1.8	-5	-18
28	CSc1nc2ncc3c(n2n1)CC1c2ccccc2CCN1C3=O (stereo unspecified)	-1.4	1.6	-2	18	-16	-2	-0.9	-2	-21
29	CCCC(=O)N1CCCC(c2cc(C(=O)NCc3cccnc3)no2)C1 (stereo unspecified)	nt	0.8	-9	16	nt	nt	nt	0	nt
30	O=C(NC(=S)NCc1cccnc1)c1cccc2ccccc12	-1.6	0.3	-4	16	6	0	-0.1	-3	-31
31	Cc1ccc(C(=O)CCNc2ccc(Br)cc2)o1	-0.8	0.1	-2	8	-13	-5	-0.9	-7	4
32	O=C(CN1C(=O)NC2(CCCc3ccccc32)C1=O)c1ccccc1F (stereo unspecified)	2.2	0.4	-15	23	nt	-1	3.5	9	-9
33	Cn1c(SCC(=O)Nc2nccs2)nnc1-c1ccccn1	-0.9	0.1	-9	-2	7	-11	0.5	-13	-7
34	CCC(=O)c1cn(CC(=O)Nc2ccccc2F)c2ccccc12	0.6	2.8	-14	26	14	-7	1.1	-4	-6
35	C=CCSc1nnc(Cn2c(=O)sc3ccccc32)n1C	0.3	0.5	-14	21	1	-3	0.2	6	0
36	COc1ccc(C(C)(C)C)cc1S(=O)(=O)n1ccnc1C	-1.6	-0.1	-2	2	-7	2	-0.6	9	-12
37	O=[N+]([O-])c1ccccc1C(O)Cc1ccccn1 (stereo unspecified)	nt	-0.3	-10	0	nt	nt	nt	-3	nt
38	C[C@@H]1CN([C@@H](C)CO)C(=O)c2cccc(NS(C)(=O)=O)c2O[C@H]1CN(C)Cc1ccc(Oc2ccccc2)cc1	3.0	1.7	-13	20	nt	0	2.3	-10	-14
39	Cn1c(N)c(C(=O)COC(=O)CNC(=O)c2ccc(Cl)cc2Cl)c(=O)n(C)c1=O	-0.2	0.3	-16	20	nt	4	1.3	-13	-3
40	COCCn1c(-c2ccccc2)cnc1N	1.4	-0.1	13	-3	5	-2	0.8	5	-12
41	OCC1(C2=NOC(O)(C(F)(F)F)C2)CCCCC1 (stereo unspecified)	2.0	0.6	-11	14	-8	-1	0.0	-10	-4
42	CC(C)(C)NC(=O)/C(=C\C=C\c1ccccc1)NC(=O)c1ccc([N+](=O)[O-])cc1	-2.4	1.1	9	-11	-16	-9	-0.5	-5	3
43	COc1ccc2[nH]c(=O)c(CNc3ccc(C)c(C)c3)cc2c1	9.7	1.1	-12	24	-7	-31	2.1	14	-4
44	CC(=O)N(CC(=O)Nc1sc(C)c(C)c1C(N)=O)Cc1ccccc1	-0.8	0.7	-18	4	-6	-8	0.5	5	-7
45	CSCCC(NS(=O)(=O)c1ccccc1F)C(=O)NCc1ccncc1 (stereo unspecified)	-1.0	0.0	-2	4	nt	-6	0.3	13	-14
46	Cc1ccc(Cn2c(=N)c(C(=O)NCC3CCCO3)cc3c(=O)n4ccccc4nc32)cc1 (stereo unspecified)	-0.2	0.8	-17	7	-2	1	0.0	6	-8
47	O=CNc1cc(-c2ccccc2)cn2c(-c3ccc(F)c(Cl)c3)cnc12	nt	1.4	-16	18	nt	nt	nt	10	nt
48	O=C1NC(=O)C(CC(=O)N(c2ccccc2)C2(C(=O)NC3CCCC3)CCCCC2)N1 (stereo unspecified)	0.2	-0.5	21	-2	-3	4	1.0	nt	-14
49	CC(=NC1CC1)C1=C(O)c2ccccc2C1=O	-0.6	0.7	-6	23	0	-4	0.3	5	-3
50	CCn1ncc(C2=NOC(C(=O)N3CCC(C(N)=O)CC3)C2)c1C (stereo unspecified)	1.0	0.7	-20	11	nt	-4	-0.1	7	2

Next results:
entry	canonical_smiles	OXTR agonist	CHO-K1 Ca ag	CHO-K1 Ca antag	CHO-K1 Ca PAM	GPR7 antag	OXTR potentiator	V1aR counter	TAAR1 antag	CHO parental Ca
51	O=C(COC(=O)C1(c2ccc(F)cc2)CCCC1)NC1CC1	-0.9	0.2	-9	14	-3	-3	0.7	7	-3
52	O=C(CCNC(=O)C1CCN(S(=O)(=O)c2ccc(F)cc2)CC1)NCc1cccnc1	0.9	0.1	-14	2	-3	3	-0.4	-20	-4
53	O=C(Nc1nccs1)c1ccc(-c2ccc(F)cc2)o1	-2.5	1.3	-14	20	-9	-9	-2.1	-2	-16
54	Cc1ccccc1NC(=O)c1cccc(NC(=O)c2ccccc2C(=O)O)c1	0.7	0.0	5	3	nt	-2	0.9	4	14
55	O=C(CN1CCN(S(=O)(=O)c2ccc(Br)cc2)CC1)N/N=C/c1ccncc1	-0.6	1.1	6	-14	3	-2	0.0	-9	-20
56	CCOC(=O)Nc1sc(=S)n(C)c1C	0.1	0.3	-22	23	12	-8	0.4	-2	5
57	COc1ccc(NC(=O)COC(=O)c2cc(=O)c3ccccc3o2)cc1OC	0.1	0.0	-13	-4	nt	-2	1.1	5	3
58	N#Cc1cccc(NS(=O)(=O)c2ccc(S(=O)(=O)N3CCOCC3)cc2)c1	1.8	-0.2	-1	-12	nt	-4	0.9	6	-6
59	O=C(CC12CC3CC(C1)CC(CC(=O)N1CCCC1)(C3)C2)N1CCCC1	-1.0	0.4	-14	14	2	0	-0.5	-7	-9
60	Cc1c(Nc2cc(N3CCCC(C)C3)c3nonc3c2[N+](=O)[O-])c(=O)n(-c2ccccc2)n1C (stereo unspecified)	-0.6	0.1	5	4	7	-3	-0.3	-8	-14

Entries of single compounds as entered above. Values in the order: OXTR agonist	CHO-K1 Ca ag	CHO-K1 Ca antag	CHO-K1 Ca PAM	GPR7 antag	OXTR potentiator	V1aR counter	TAAR1 antag	CHO parental Ca
`O=C(COC(=O)C1(c2ccc(F)cc2)CCCC1)NC1CC1` across the screens: -0.9	0.2	-9	14	-3	-3	0.7	7	-3
`COc1ccc(NC(=O)COC(=O)c2cc(=O)c3ccccc3o2)cc1OC` across the screens: 0.1	0.0	-13	-4	nt	-2	1.1	5	3

Continuation.
entry	canonical_smiles	OXTR agonist	CHO-K1 Ca ag	CHO-K1 Ca antag	CHO-K1 Ca PAM	GPR7 antag	OXTR potentiator	V1aR counter	TAAR1 antag	CHO parental Ca
61	C/C(CC(=O)Nc1ccc(Cl)cc1Cl)=N\NC(=O)C(=O)NCCO	-0.6	0.3	-12	28	-4	2	-0.2	-10	-15
62	Nc1ncnc2c1ncn2[C@@H]1O[C@H](C(=O)NS(=O)(=O)c2cccs2)[C@@H](O)[C@H]1O	nt	-0.2	6	-9	nt	nt	nt	5	nt
63	Cc1nn(C(=O)c2cccnc2)c(C)c1C	0.4	-0.4	8	-2	2	-4	-0.1	8	-3
64	C=CCNc1oc(-c2ccc(Cl)cc2)nc1C#N	-0.5	0.2	-8	8	nt	-5	0.6	2	-14
65	O=C(O)c1ccc2c(c1)OCCOCCOCCOCCOCCO2	0.1	0.9	-14	2	-11	1	0.5	-5	-1
66	CCc1cccc(CC)c1C(O)c1cccnc1 (stereo unspecified)	-2.2	0.4	-4	5	-6	-2	-0.2	-26	-13
